Source: PubChem (National Center for Advancing Translational Sciences (NCATS))
KCNH2 3.1 block: qHTS for Inhibitors of KCHN2 3.1: Mutant qHTS; activity change, % (tested at about 1.8 µM); AID 720553, 2013; U2OS KCNH2 3.1, thallium flux FluxOr; stronger effect = lower value; Potassium voltage-gated channel subfamily H member 2, brain isoform KCNH2 3.1 (human); 0.95% of 340,000 active;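 active = maximum activity change below -70%; inconclusive = maximum activity change from -70% to -50%; inactive = maximum activity change above -50%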;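 note: thallium influx rate constant from kinetic fluorescence after stimulation buffer; % is set by controls: 0 for no effect and ±100 for the full control effect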
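Steps: virus added to U2OS suspension (4 h, RT, dark); medium with 10% FBS added, cells plated, 37 C overnight; FluxOr/Red40 loading buffer 45 min RT; stimulation buffer, 2 min kinetic read; rate constant normalized.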
Giardia kill: Small Molecules that selectively kill Giardia lamblia: qHTS; Giardia lamblia trophozoite viability; activity change, % at 7.66 µM, hits read low; 0.15% of 340,000 active; AID 540267, 2011; in the data active = activity change below about -80%; inconclusive = between about -30% and that limit;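 note: parasites exposed to compound for two days anaerobically before the ATP read; % is set by controls: 0 for no effect and ±100 for the full control effect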
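Trophozoite viability was measured as ATP-dependent luminescence, read 15-30 min after reagent addition. Before that, parasites at 100 cells/well were exposed to compounds for 48 h, anaerobically, at 37 deg C.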
PKM2 act: qHTS Assay for Activators of Human Muscle isoform 2 Pyruvate Kinase; Pyruvate kinase PKM (Homo sapiens), P14618; purified PKM2, Kinase-Glo ATP luminescence, activation; response scale: 0% is enzyme alone, no compound; Potency, µM (doses to about 57.5 µM), for the others: at the top dose activation, most hits filed as activators; 0.34% of 260,000 active; note: potency is the fitted concentration of half-maximal effect; % is set by controls: 0 for no effect and ±100 for the full control effect; nearly all actives have a fitted effect of over 55% in size
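hPK-M2, >95% pure; 0.1 mM ADP / 0.5 mM PEP final; imidazole pH7.2 buffer w/ 7 mM MgCl2, 50 mM KCl; 1 h RT; Kinase-Glo lum. Intermediate enzyme activity for dual inhibitor/activator qHTS.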
Menin MLL FP TR: qHTS Assay for Inhibitors Targeting the Menin-MLL Interaction in MLL Related Leukemias: Competition With Texas Red Labeled MLL-derived Mutant Peptide; O00255; Menin + Texas Red MLL mutant peptide, fluorescence polarization; Potency, µM (doses to about 61.6 µM), without a hit: top-dose FP activity change, negative = inhibition, usual class: inhibitors; 0.23% of 270,000 active; active = well fitted inhibition curve with a large enough effect in the polarisation, with a control signal flat, not every such curve was filed as active; inconclusive = small, poorly fitted or top-dose-only effect, or effect the other way, or a change in a side signal; inactive = no such curve, though single readings can be large or run the other way; the % refers to the polarisation; note: potency is the fitted concentration of half-maximal effect; % of control where 0% means no effect; many of its hits are not listed in these tables
TRPV1 agonist: HTS Assay for Compounds that Act as Agonists of the Vanilloid Receptor 1; activation, % at 8.33 µM; TRPV1-expressing cells, Fluo-8 calcium influx, agonist mode; 0.19% of 320,000 active; Transient receptor potential cation channel subfamily V member 1 (Homo sapiens), Q8NER1; in the data active = activation above about 80%; inconclusive = between about 30% and that limit; note: 0% is about no effect
Target sequence (Q8NER1 whole entry, looked up): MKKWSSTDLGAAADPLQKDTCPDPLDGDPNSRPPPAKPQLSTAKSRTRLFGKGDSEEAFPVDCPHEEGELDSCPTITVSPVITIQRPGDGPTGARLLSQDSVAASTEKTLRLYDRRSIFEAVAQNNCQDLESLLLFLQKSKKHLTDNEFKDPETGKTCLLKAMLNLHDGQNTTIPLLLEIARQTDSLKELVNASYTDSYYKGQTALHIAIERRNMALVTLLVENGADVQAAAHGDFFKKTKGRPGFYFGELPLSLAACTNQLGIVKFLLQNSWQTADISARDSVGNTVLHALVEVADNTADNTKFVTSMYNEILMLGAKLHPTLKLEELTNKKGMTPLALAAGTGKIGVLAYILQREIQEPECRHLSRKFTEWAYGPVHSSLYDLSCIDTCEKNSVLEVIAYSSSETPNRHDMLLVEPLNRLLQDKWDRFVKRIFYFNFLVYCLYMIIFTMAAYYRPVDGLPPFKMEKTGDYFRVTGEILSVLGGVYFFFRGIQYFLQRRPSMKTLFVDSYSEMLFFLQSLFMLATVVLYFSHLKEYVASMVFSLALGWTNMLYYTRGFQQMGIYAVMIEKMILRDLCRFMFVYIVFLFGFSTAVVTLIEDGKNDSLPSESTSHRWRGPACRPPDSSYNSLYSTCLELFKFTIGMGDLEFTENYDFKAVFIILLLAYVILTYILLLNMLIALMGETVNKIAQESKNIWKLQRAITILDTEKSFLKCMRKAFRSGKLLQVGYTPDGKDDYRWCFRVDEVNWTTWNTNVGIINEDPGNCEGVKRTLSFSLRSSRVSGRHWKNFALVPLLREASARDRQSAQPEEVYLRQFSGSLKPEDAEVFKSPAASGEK
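TRPV1-expressing cells were cultured overnight at 35.5C and loaded with Fluo-8 calcium dye for 40 to 90 min at room temperature. After a 10 s baseline, compound was added and calcium influx was read kinetically for 3 min (ex 480/em 520 nm).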
USP2a inh: qHTS Assay for Inhibitors of Ubiquitin-specific Protease USP2a Using CHOP2 as the Reporter. Ubiquitin carboxyl-terminal hydrolase 2 (Homo sapiens), O75604. USP2 core, Ub-CHOP2 coupled fluorogenic reporter, 485/531. Potency, µM (top dose mostly 38.3 µM), for the others: at the top dose activity change, negative = inhibition, hits mostly inhibitors. 0.01% of 330,000 active;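 note: potency is the fitted concentration of half-maximal effect; plate controls were DMSO wells for no effect and full inhibition by NEM control for full effect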
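Deubiquitinase activity read as fluorescence (485/531 nm) after Ub-CHOP2 cleavage activates the enterokinase reporter on its substrate; USP2 core 10nM, Ub-CHOP2 and substrate 25nM each, 30min compound preincubation then 60min RT; data normalized to NEM, curves fitted.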
Coupling enz: qHTS Assay for Inhibitors of Fructose-1,6-bisphosphate Aldolase from Giardia Lamblia: Coupling assay counterscreen; coupling enzyme system counterscreen, AmpLite Red fluorescence; activity change, negative = inhibition, % at 58.2 µM, hits read low; 0.67% of 290,000 active; AID 2472, 2010; in the data active = activity change below about -30%; note: % is set by controls: 0 for no effect and ±100 for the full control effect
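Coupling enzymes only (glyceraldehyde-3-phosphate) + compound, at 57.5 uM final, 10 min RT; add substrate/coupling/AmpLite Red mix, 20 min RT; fluorescence ex 525/em 598 nm. Actives flag coupling-system interference.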
B2AR arrestin: qHTS assay of beta-arrestin-biased ligands of beta2-adrenergic receptor; Beta-2 adrenergic receptor (Homo sapiens), P07550; beta-arrestin recruitment to beta2AR, cell-based reporter; Potency, µM (doses to about 46.1 µM), for the others: top-dose activation, hits mostly activators; 0.02% of 330,000 active;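 note: potency is the fitted concentration of half-maximal effect; 0% = DMSO controls and full agonism = EC100 isoproterenol or metaproterenol; nearly all actives have a fitted effect of over 65% in size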
GALK inhibitor: qHTS Assay for Inhibitors of Human Galactokinase (GALK); P51570; Purified GALK, Kinase-Glo residual ATP luminescence; 0.007% of 270,000 active; Potency, µM (highest dose often 57.5 µM), inactives show at the highest dose activity change, negative = inhibition, actives largely listed as inhibitors; note: potency is the fitted concentration of half-maximal effect; % is set by controls: 0 for no effect and ±100 for the full control effect
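Galactose (100 uM) and ATP (35 uM) were turned over by 5 nM GALK for 1 h at RT. Kinase-Glo Plus then converted the remaining ATP into a luminescent signal.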
KCNH2 WT inh: qHTS for Inhibitors of KCHN2 3.1: Wildtype qHTS; 0.37% of 340,000 active; activity change, % at 1.84 µM; Voltage-gated inwardly rectifying potassium channel KCNH2 (Homo sapiens), Q12809; U2OS, BacMam KCNH2, thallium flux FluxOr; stronger effect = lower value;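 active = maximum activity change below -70%; inconclusive = maximum activity change between -70% and -50%; inactive = maximum activity change above -50%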; note: % is set by controls: 0 for no effect and ±100 for the full control effect
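U2OS cells were transduced with wild-type KCNH2 virus (2.03 x 10^8 / mL) for 4 h at room temperature, then cultured overnight at 37 C. Thallium flux was read with FluxOr dye. Rate constants were normalized to DMSO controls.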
MLL CXXC-DNA inh: qHTS Fluorescence Polarization Assay for Inhibitors of MLL CXXC domain - DNA interaction; Histone-lysine N-methyltransferase 2A (Homo sapiens), Q03164; Potency, µM (highest dose often 115 µM), inactives show top-dose activity change, negative = inhibition, most hits filed as inhibitors; 0.037% of 290,000 active; MLL-CXXC / FITC-HOXA9 DNA fluorescence polarization; active = well fitted inhibition curve with a large enough effect in the polarisation, with a control signal flat, not every such curve was filed as active; inconclusive = small, poorly fitted or top-dose-only effect, or effect the other way, or a change in a side signal; inactive = no such curve, though single readings can be large or run the other way; the % refers to the polarisation; note: potency is the fitted concentration of half-maximal effect
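Fluorescence polarization: 7 uM MLL-CXXC (stock) preincubated 5 min with compounds, then 50 nM fluorescein-HOX-A9 DNA (stock) added; 30 min ambient. Buffer 50 mM Tris-HCl pH 7.5, 50 mM NaCl, 1 mM DTT, 0.05% BSA.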
The depositor's hits bear a star; i = inactive; u = inconclusive; x = no result given; & = joins results of further samples; [ ] = another dose, or the depositor's remark. Unless noted, calls come from the whole dose curve; as a rule, active = well fitted curve in the direction sought with a large enough effect; inconclusive = small, poorly fitted or top-dose-only effect, or another doubt; inactive = no such curve, though single readings can be large; an effect the other way counts as inactive or inconclusive.

Values in the order: GALK inhibitor	Coupling enz	PKM2 act	KCNH2 3.1 block	Menin MLL FP TR	MLL CXXC-DNA inh	B2AR arrestin	Giardia kill	USP2a inh	KCNH2 WT inh	TRPV1 agonist
1) Cc1cnc(NS(=O)(=O)c2ccc(Cl)cc2)c(Br)c1
→ 5%	5	-6%	4	x	-9%	-0.3%	-7	-1%	-6	-9
2) COc1nc(N)nc(CC(=O)C2CC2)n1
→ 0%	1	2%	-16	3%	0%	0.2%	11	3%	-1	0
3) CCc1ccc(-c2csc(NC(=O)C3=NN(c4ccccc4)C(=O)CC3)n2)cc1
→ x	-3	-2%	-5	12%	7%	-0.1%	u	2%	x	2
4) CC(C1CC1)N(C(=O)NC1CCS(=O)(=O)C1)c1ccccc1 (stereo unspecified)
→ 5%	-3	-16%	5	1%	0%	-0.6%	10	-1%	-7	-4
5) CN(c1ccccc1)S(=O)(=O)c1cccc(NC(=O)CN2C(=O)NC3(CCCCC3)C2=O)c1
→ x	x	x	3	x	x	0.2%	1	-1%	1	4
6) Nn1c(SCC(=O)N2CCOCC2)nnc1-c1ccc(Cl)cc1Cl
→ 2%	4	-7%	-5	9%	14%	-0.1%	-19	4%	-4	-2
7) O=C(CSc1cn(CCNC(=O)c2cccs2)c2ccccc12)NC1CCCCC1
→ -3%	-1	-3%	0	10%	-3%	-0.3%	29	5%	1	u
8) OC(COc1ccc(Cl)cc1)CN1CCN(c2cccc(Cl)c2)CC1 (stereo unspecified)
→ 1%	-1	0%	-78*	-2%	5%	0.5%	-9	-1%	7	2
9) CCN(C(=O)COC(=O)c1ccc(O)cc1O)c1c(N)n(Cc2ccccc2)c(=O)[nH]c1=O
→ x	x	x	-20	x	x	-0.6%	42[activator]	3%	-1	-2
10) CCCc1cc(=O)oc2cc(C)cc(OC(C)C(=O)N[C@@H](Cc3c[nH]c4ccccc34)C(=O)O)c12 (stereo partly specified)
→ x	9	-2%	1	-1%	-3%	0.3%	1	1%	-7	0
11) CCCN(CCC)C(=O)CSc1ncccc1C(=O)O
→ x	-4	-1%	-24	3%	-2%	-0.6%	4	3%	-1	0
12) Cc1ccc(S(=O)(=O)NCC(=O)NCc2cc(=O)n(C)c(=O)n2C)cc1C
→ x	2	-2%	-26	2%	-1%	0.0%	-24	8%	7	-1
13) CN(CC(=O)NC1CCCc2ccccc21)S(=O)(=O)c1ccc2c(c1)c(=O)n(C)c(=O)n2C (stereo unspecified)
→ 3%	7	10%	10	11%	-1%	-0.7%	-21	-1%	-3	-1
14) CCc1ccc(C(=O)NNc2cc(Cl)ccc2Cl)cc1
→ -5%	0	6%	-6	x	-5%	-0.5%	-20	3%	2	x
15) CC(=O)c1c(N2CCN(c3ccc(F)cc3)CC2)nc(=S)n(-c2ccccc2)c1C
→ 0%	1	0%	-6	-7%	0%	0.0%	10	1%	8	6
16) Cc1ccc(Oc2nc3ccccc3n3c(C)nnc23)c(C)c1
→ 0%	1	-5%	16	11%	8%	-0.2%	10	-1%	-2	20
17) COc1cc2c(cc1OC)C1O[C@](c3ccsc3)(C2)OC2=C1C(=O)OC1(CCCCC1)C2
→ x	-5	-1%[11.5 µM]	x	-1%[11.7 µM]	-5%[23 µM]	-0.6%[9.22 µM]	x	1%[7.66 µM]	x	i
18) CN1CCN(CC(=O)NC23CC4CC(CC(C4)C2)C3)CC1
→ -2%	-1	3%	-18	x	0%	-0.3%	-1	10%	16	-9
19) COc1cccc(-n2c(Cc3cc(=O)[nH]c(=O)[nH]3)nnc2SC(C)C)c1
→ 3%	2	2%	10	3%	-6%	-0.2%	-21	0%	-9	-2
20) Cc1cnc(CN2CCCC(C(=O)c3ccc4c5c(cccc35)CC4)C2)[nH]1 (stereo unspecified)
→ 0%	-1	-5%	-8	u	7%	-0.4%	1	0%	3	20
21) O=C(NCc1ccc(F)cc1)c1cc2c(s1)CCCC2
→ -2%	2	2%	-1	x	4%	-0.1%	-10	3%	9	u
22) Cn1nnnc1SCc1nc2scc(-c3ccccc3)c2c(=O)[nH]1
→ -2%	-3	9%	3	x	5%	-0.7%	-3	0%	-8	0
23) COC(=O)c1sccc1NC(=O)Nc1ccc(OC)cc1OC
→ -6%	-14	1%	-1	u	3%	-0.6%	-2	0%	12	5
24) CCOC(=O)N1CCN(C(=O)c2ccc(OC)c(OC)c2)CC1
→ 0%	x	-4%	-3	-8%	3%	-0.6%	7	-1%	7	-1
25) O=C(CSc1nc2c(sc3ccccc32)c(=O)n1CCCN1CCCC1)NCc1ccccc1
→ 0%	0	-3%	u	-22%	-5%	0.0%	-3	3%	-46	0
26) C[C@]1(C(=O)NCCCNc2ncc(C(F)(F)F)cc2Cl)C=C[C@@H](Cc2ccccc2)N1C(=O)c1ccccc1
→ x	-1&3	5%&1%	-2	-10%&-1%	-5%	3.6%	10	-11%	0	27
27) C=C1c2cccc(OC)c2O[C@H](C(=O)OCC)[C@@H]1CCCCCC
→ x	-3	x	-14	3%[94.6 µM]	x	-0.2%	-2	3%	-1	x
28) CCOC(=O)C1CCCN(C(=O)COc2ccccc2O)C1 (stereo unspecified)
→ 2%	1	-10%	-12	1%	1%	0.0%	9	0%	-17	7
29) O=C(Nc1ccc2c(c1)OCO2)C1CC(=O)N(c2ccc3c(c2)OCCO3)C1 (stereo unspecified)
→ 0%	9	2%	-4	1%	17%	0.1%	-2	2%	-2	12
30) CC(=O)Nc1nc2ccccc2n1CCN(C)C
→ -4%	-1	1%	-13	1%	-7%	2.7%	9	1%	5	1
31) CCOc1ccc(N/C(SC)=C(/C#N)C(N)=O)cc1
→ -1%	-2	-1%	15	-20%	5%	-0.4%	14	0%	-7	1
32) O=C(CN1C(=O)CCSc2ccccc21)Nc1ccc2c(c1)OCCO2
→ -1%	2	0%	3	-16%	-12%	-0.5%	-10	1%	24	3
33) Cn1cccc1C(=O)NC(=O)COC(=O)CC12CC3CC(CC(Br)(C3)C1)C2
→ 0%	-2	-4%	-19	x	-6%	0.1%	3	-1%	3	u
34) COC(=O)c1cc(C(=O)OCC(=O)c2ccc[nH]2)cc([N+](=O)[O-])c1
→ x	x	x	0	x	x	0.0%	8	3%	-10	0
35) O=C(NNC(=O)c1ccccc1[N+](=O)[O-])c1ccc(NC(=O)c2ccccc2)cc1
→ -3%	x	8%	x	x	1%	0.2%	-10	0%	-14	23
36) COCCNC(=S)N1CCN(Cc2cccc(OC)c2)CC1
→ 3%	4	1%	27	0%	2%	0.4%	8	0%	-7	-3
37) Cc1ccc(S(=O)(=O)N/N=C/c2cccn2-c2ccc(Cl)cc2)cc1
→ 1%	7	-2%	-12	30%[activator]	8%	0.5%	11	1%	-10	-4
38) O=C(O)CCC(=O)Nc1ccc(Br)cn1
→ 0%	3	0%	11	5%	-4%	-0.8%	3	2%	3	-2
39) Cc1cc(-c2nnc(SCC(=O)Nc3ccccc3C(F)(F)F)n2N)n[nH]1
→ -4%	-1	x	0	-3%	1%	-0.3%	-15	5%	-15	3
40) Cc1ccc(C(=O)N/C(=C\c2sccc2C)C(=O)NCCCN2CCOCC2)cc1
→ 6%	3	x	-11	x	3%	-0.5%	-5	4%	-10	1
41) Cc1ccc(NS(=O)(=O)c2ccc(-c3ccc(=O)[nH]n3)o2)cc1
→ 0%	-2	x	-8	8%	-1%	0.0%	0	1%	1	6
42) Cc1onc(C(=O)N2C(C)CCCC2C)c1[N+](=O)[O-] (stereo unspecified)
→ -2%	0	1%	11	-5%	1%	-0.7%	-4	0%	58	-5

Not all compounds are listed; count on the stated rates, not on these rows.
